From PubChem BioAssay
Bim-Bcl-B – inhibitors of Bim-Bcl-B interaction, human | hit rate 0.073% among 190,000 | Q9HD36 | bead-based flow cytometry, Bim peptide-Bcl-B binding | AID 951 | inhibition, % at 10 µM;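 note: 0% = tracer peptide without compound and 100% = reference inhibitor peptide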
Target sequence (Q9HD36 whole entry, looked up): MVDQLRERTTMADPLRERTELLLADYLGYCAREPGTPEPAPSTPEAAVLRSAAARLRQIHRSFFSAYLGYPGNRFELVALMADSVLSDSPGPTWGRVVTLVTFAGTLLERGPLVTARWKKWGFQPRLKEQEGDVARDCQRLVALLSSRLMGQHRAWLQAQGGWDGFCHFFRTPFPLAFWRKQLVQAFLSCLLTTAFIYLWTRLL
Bim-Mcl-1 – disrupts Bim peptide binding to human Mcl-1; inhibition, % at 10 µM; Q07820; hit rate 0.1% among 190,000; Bead-based flow cytometry, Bim peptide-Mcl-1 binding;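 note: 0% = no compound tracer wells and 100% = peptide blocker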
Bim-Bcl-2 – inhibitors of Bim-Bcl-2 interaction, human | Bead-based flow cytometry, Bim peptide-Bcl-2 binding | P10415 | hit rate 0.06% among 190,000 | inhibition, % at 10 µM | AID 950; in the data active = inhibition above about 40%; inconclusive = no clear call, values can overlap the other calls;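 note: 0% = no compound wells with probe peptide and 100% = reference peptide inhibitor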
RGS4-Gao reg – human RGS4-Galphao interaction regulation; hit rate 0.33% among 220,000; binding response (% of control), % at 10 µM; P09471; Multiplexed bead flow cytometry, RGS4-Galphao binding; actives lie on both sides; in the data active = binding response below about 49% or above about 150%; inactive = in between;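 note: fluorescent Galphao activated with aluminum fluoride binding bead-coupled RGS4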
Target sequence (P09471 whole entry, looked up): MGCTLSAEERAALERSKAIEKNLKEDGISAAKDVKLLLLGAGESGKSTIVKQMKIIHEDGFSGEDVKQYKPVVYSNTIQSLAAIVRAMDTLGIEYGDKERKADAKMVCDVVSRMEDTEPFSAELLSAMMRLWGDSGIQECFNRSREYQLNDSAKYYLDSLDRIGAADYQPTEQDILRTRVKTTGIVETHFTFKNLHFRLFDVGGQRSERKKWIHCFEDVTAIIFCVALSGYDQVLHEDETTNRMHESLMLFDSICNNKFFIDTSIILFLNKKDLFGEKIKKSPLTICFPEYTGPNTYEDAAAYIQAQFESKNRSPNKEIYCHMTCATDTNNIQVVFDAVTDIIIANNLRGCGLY
RGS7-Gao reg – modulates binding of RGS7 to human Galphao | hit rate 0.35% among 220,000 | binding response (% of control), % at 10 µM | AID 1439 | Multiplexed bead flow cytometry; actives lie on both sides | P09471; in the data active = binding response below about 49% or above about 150%; inconclusive = no clear call, values can overlap the other calls; inactive = in between;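 note: fluorescent Galphao held in activated GDP-AlF4 state binding bead-coupled RGS7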
Bim-Bcl-XL – disrupts Bim peptide binding to human Bcl-XL; Q07817; bead flow cytometry, fluorescence; inhibition, % at 10 µM; hit rate 0.04% among 190,000; AID 1007
Target sequence (Q07817 whole entry, looked up): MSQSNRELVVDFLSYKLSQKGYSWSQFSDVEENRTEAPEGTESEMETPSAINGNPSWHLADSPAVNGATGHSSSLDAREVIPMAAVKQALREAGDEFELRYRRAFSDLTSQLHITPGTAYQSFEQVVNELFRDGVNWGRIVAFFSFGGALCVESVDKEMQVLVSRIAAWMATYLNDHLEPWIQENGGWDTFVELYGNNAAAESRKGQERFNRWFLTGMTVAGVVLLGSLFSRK
Bcl-W Bim block – human Bim-Bcl-W interaction inhibition | Q92843 | bead-based flow cytometry, Bim peptide-Bcl-W binding | inhibition, % at 10 µM | hit rate 0.02% among 190,000 | AID 952;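 note: 0% = bound tracer without compound and 100% = peptide blocker; higher means less fluorescent Bim peptide bound to Bcl-W beads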
Target sequence (Q92843 whole entry, looked up): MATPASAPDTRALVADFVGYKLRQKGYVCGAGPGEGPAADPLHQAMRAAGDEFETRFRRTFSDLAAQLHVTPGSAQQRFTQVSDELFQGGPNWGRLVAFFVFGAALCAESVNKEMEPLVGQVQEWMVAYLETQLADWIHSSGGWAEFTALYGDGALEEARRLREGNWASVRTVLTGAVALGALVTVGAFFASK
Bim-Bfl-1 – inhibitors of Bim-Bfl-1 interaction, human | inhibition, % at 10 µM | Bead-based flow cytometry, Bim-Bfl-1 binding inhibition | Q16548 | hit rate 0.12% among 190,000 | AID 1008;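 note: 0% = wells without compound plus tracer and 100% = blocker peptide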
Mcl1 Bid PPI – Mcl-1/Bid interaction inhibition; TR-FRET Mcl-1/Bid-Dy647 peptide binding, 1536-well; Q07820; hit rate 0.97% among 220,000; inhibition, % at 21.7 µM;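 active = compounds that cut the binding signal by more than half at the single screening dose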;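 note: His-tagged Mcl-1 with europium anti-His antibody binding Bid BH3 peptide; 0% = Mcl-1 plus peptide wells and 100% = peptide-only wells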
RGS8-Gao reg – human RGS8-Galphao interaction regulation; response (percent of control binding), % at 10 µM; multiplexed bead flow cytometry, RGS8-Galphao binding; actives lie on both sides; hit rate 0.34% among 220,000; P09471; in the data active = response below about 60% or above about 140%; inactive = in between;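 note: Galphao activated as the GDP aluminium fluoride complex binding bead-coupled RGS8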
GSH fluor – GSH bead compound fluorescence profile; GSH beads flow cytometry, compound fluorescence 488/530 nm; active compounds read high; fluorescence (KMESF) at 10 µM; hit rate 0.25% among 190,000; in the data active = fluorescence above about 89;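 note: glutathione beads carrying GST-tagged Bcl family fusion proteins plus one bare bead set; values are compound well signal with DMSO vehicle wells as background; inactives centre near 16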
The depositor's hits bear a star; ? = inconclusive. Cut-off read from the data, not from the text of the source, unless noted: active = inhibition above about 40%.

| Molecule | Bim-Bcl-B | Bim-Mcl-1 | Bim-Bcl-2 | RGS4-Gao reg | RGS7-Gao reg | Bim-Bcl-XL | Bcl-W Bim block | Bim-Bfl-1 | Mcl1 Bid PPI | RGS8-Gao reg | GSH fluor |
| --- | --- | --- | --- | --- | --- | --- | --- | --- | --- | --- | --- |
| O=C(C(=O)N1CCc2ccccc2C1)c1cn(CC(=O)N2CCCC2)c2ccccc12 | -9 | -5 | -7 | 101 | 100 | -9 | -8 | -11 | -19 | 100 | 19 |
| C=C(C)c1cccc(C(C)(C)NC(=O)Nc2cc(C)ccc2OC)c1 | -3 | -8 | -2 | 100 | 98 | -5 | -2 | -3 | 2 | 101 | 23 |
| COc1cccc(Nc2c(F)c(OC)c(F)c(F)c2C(=O)O)c1 | 0 | -2 | -2 | 109 | 103 | 0 | 0 | -1 | -38 | 107 | 11 |
| CCOc1ccc(/C=N/Nc2ccccn2)cc1OC | 3 | -4 | -1 | 99 | ? | 1 | 0 | 3 | 1 | 99 | 13 |
| C=CCNC1=C(Cl)C(=O)c2ccccc2C1=O | -3 | -4 | -5 | 99 | 98 | -4 | -3 | -5 | -18 | 101 | 15 |
| CCOc1ccc2nc(NC(=O)COC)sc2c1 | -4 | -3 | -6 | 102 | 99 | -11 | -3 | -16 | -6 | 100 | 19 |
| CSc1nnc([C@H](C)NC(=O)OC(C)(C)C)o1 | -9 | 0 | -9 | 98 | 102 | -6 | -2 | -13 | 18 | 100 | 14 |
| O=c1c2c3c(sc2nc2sc(CN4CCOCC4)cn12)CCCC3 | -5 | 0 | -10 | 107 | 107 | -5 | -2 | -12 | -3 | 100 | 25 |
| O=C1C2C3C=CC(CC3)C2C(=O)N1c1nccs1 (stereo not drawn) | -4 | -3 | 0 | 94 | 92 | -5 | -1 | 2 | -36 | 102 | 5 |
| CCC(=O)Nc1ccc(NC(=O)CSc2nc3cc4c(cc3cc2C)CCC4)cc1 | 4 | -2 | 3 | 102 | 101 | 0 | 1 | 0 | 7 | 103 | 13 |
| Cc1ccc2[nH]c(=O)c(C3=NN(C(=O)CCC(=O)O)C(c4cccs4)C3)c(-c3ccccc3)c2c1 (stereo not drawn) | -6 | 2 | -12 | 103 | 98 | -5 | 0 | -5 | -4 | 101 | 16 |
| CCN(CC)S(=O)(=O)c1ccc(C(=O)Nc2cccc(C)c2)cc1 | -5 | -2 | -9 | 101 | 100 | -2 | 2 | -8 | -8 | 102 | 10 |
| Cc1ccccc1S(=O)(=O)Cc1ccc(C(=O)NCCCN2CCN(C)CC2)o1 | -5 | 2 | -9 | 100 | 100 | -6 | 0 | -12 | -29 | 101 | 54 |
| CC(C)=CC(=O)OCC(=O)Nc1cc([N+](=O)[O-])ccc1F | -6 | -2 | -1 | 97 | 96 | -5 | -3 | 0 | -21 | 103 | 11 |
| S=c1[nH]nc(Cc2cccc3ccccc23)o1 | 5 | 3 | 6 | 98 | 98 | 10 | 5 | 17 | -70 | 98 | 9 |
| C=CCn1c(SCC(=O)N2CCOCC2)nc2scc(-c3ccco3)c2c1=O | -6 | -2 | -10 | 97 | 96 | -6 | -4 | -15 | -15 | 97 | 25 |
| O=C(Nc1ccc(S(=O)(=O)N2CCc3ccccc32)cc1)c1ccc2c(c1)OCO2 | -8 | -3 | -8 | 103 | 105 | -5 | 3 | -10 | -19 | 100 | 17 |
| COC(=O)Cc1ccc(NC(=S)NCc2ccccc2Cl)cc1 | -12 | 0 | -5 | 99 | 95 | -7 | -1 | -1 | -43 | 100 | 11 |
| CCN(CC)S(=O)(=O)c1cccc(C(=O)OCc2cc(=O)n3nc(C)sc3n2)c1 | -6 | 3 | -2 | 95 | 93 | -3 | 1 | -11 | -6 | 96 | 14 |
| CC(C)c1nnc(NC(=O)CCC(=O)Nc2ccc(F)cc2)s1 | 0 | -1 | -1 | 93 | 94 | -1 | 2 | 0 | -24 | 99 | 6 |

Ordered by the number under RGS7-Gao reg (smallest number first): 3 of the compounds above
Molecule	RGS7-Gao reg
CC(C)=CC(=O)OCC(=O)Nc1cc([N+](=O)[O-])ccc1F	96
CCC(=O)Nc1ccc(NC(=O)CSc2nc3cc4c(cc3cc2C)CCC4)cc1	101
O=c1c2c3c(sc2nc2sc(CN4CCOCC4)cn12)CCCC3	107

Structures above containing a halogen:
| Molecule | Bim-Bcl-B | Bim-Mcl-1 | Bim-Bcl-2 | RGS4-Gao reg | RGS7-Gao reg | Bim-Bcl-XL | Bcl-W Bim block | Bim-Bfl-1 | Mcl1 Bid PPI | RGS8-Gao reg | GSH fluor |
| --- | --- | --- | --- | --- | --- | --- | --- | --- | --- | --- | --- |
| COc1cccc(Nc2c(F)c(OC)c(F)c(F)c2C(=O)O)c1 | 0 | -2 | -2 | 109 | 103 | 0 | 0 | -1 | -38 | 107 | 11 |
| C=CCNC1=C(Cl)C(=O)c2ccccc2C1=O | -3 | -4 | -5 | 99 | 98 | -4 | -3 | -5 | -18 | 101 | 15 |
| CC(C)=CC(=O)OCC(=O)Nc1cc([N+](=O)[O-])ccc1F | -6 | -2 | -1 | 97 | 96 | -5 | -3 | 0 | -21 | 103 | 11 |
| COC(=O)Cc1ccc(NC(=S)NCc2ccccc2Cl)cc1 | -12 | 0 | -5 | 99 | 95 | -7 | -1 | -1 | -43 | 100 | 11 |
| CC(C)c1nnc(NC(=O)CCC(=O)Nc2ccc(F)cc2)s1 | 0 | -1 | -1 | 93 | 94 | -1 | 2 | 0 | -24 | 99 | 6 |

Further records
| Molecule | Bim-Bcl-B | Bim-Mcl-1 | Bim-Bcl-2 | RGS4-Gao reg | RGS7-Gao reg | Bim-Bcl-XL | Bcl-W Bim block | Bim-Bfl-1 | Mcl1 Bid PPI | RGS8-Gao reg | GSH fluor |
| --- | --- | --- | --- | --- | --- | --- | --- | --- | --- | --- | --- |
| COc1ccc(-c2nc3n(c(=O)c2C#N)CCCS3)cc1 | -1 | -2 | -3 | 93 | 95 | -2 | -1 | 1 | 2 | 99 | 24 |
| Cc1ccc(-c2nn(CCC(=O)O)cc2CCC(=O)O)cc1 | -6 | 0 | -8 | 105 | 104 | -3 | -2 | -18 | 31 | 103 | 12 |
| Cc1nn(CC(=O)N2CCN(C)CC2)c(=O)c2ccccc12 | -1 | -3 | 0 | 101 | 104 | 1 | -2 | -6 | -8 | 100 | 15 |
| COCCn1c(SCC(=O)N2CCCc3ccccc32)nc2c(c1=O)SC(C)C2 (stereo not drawn) | 2 | 1 | 5 | 103 | 104 | 0 | 1 | 2 | -30 | 106 | 18 |
| CCC(C(=O)O)P(=O)(c1ccc(Cl)cc1)c1ccc(Cl)cc1 (stereo not drawn) | 2 | 0 | 1 | 98 | 101 | -2 | -2 | 3 | -22 | 98 | 12 |
| CCN1CCN(CCCNC(=O)C(=O)c2c(C)[nH]c3ccccc23)CC1 | 0 | 0 | 0 | 102 | 95 | 0 | 0 | -3 | -26 | 101 | 15 |
| CCCCN1CCc2[nH]c(=S)[nH]c(=O)c2C1 | -10 | -2 | -1 | 102 | 101 | -5 | -7 | -5 | -45 | 102 | 13 |
| CNC(=O)c1sc(N2N=C3/C(=C/c4ccccc4)CCCC3C2c2ccccc2)nc1C (stereo not drawn) | -3 | 1 | 0 | 96 | 101 | -2 | 1 | 1 | -54 | 101 | 25 |
| COc1ccc(NC(=O)CSc2n[nH]c(C(C)C)n2)c([N+](=O)[O-])c1 | -7 | -6 | 0 | 103 | 101 | -3 | 1 | 0 | -2 | 97 | 24 |
| CCC(=O)N(C)C(c1ccccc1Cl)c1nnnn1-c1c(C)cccc1C (stereo not drawn) | -8 | -2 | -8 | 97 | 98 | -9 | 4 | -9 | 8 | 100 | 60 |
| O=C(CN1C(=O)C2(OCCCO2)c2ccccc21)NCCc1ccccc1 | -3 | 0 | 3 | 98 | 96 | -1 | -2 | 0 | -13 | 97 | 24 |
| CCO[C@H]1OC(C(=O)Nc2ccccc2)=C[C@@H](c2coc3ccccc3c2=O)[C@@H]1CCCO | -5 | -1 | -3 | 106 | 103 | -2 | 0 | -2 | -3 | 108 | 21 |
| O=C(CN1CCN(c2ccc([N+](=O)[O-])cc2)CC1)Nc1ccccn1 | -8 | -6 | -7 | 101 | 99 | -4 | -5 | -2 | -43 | 101 | 9 |
| O=[N+]([O-])c1cc2c(c(CSc3nnc(Nc4ccccc4)s3)c1)OCOC2 | -10 | -3 | -6 | 101 | 99 | -4 | 0 | -6 | -19 | 101 | 11 |
| CSc1nc2sc(-c3ccccc3)cc2c(=O)n1N | 0 | 1 | 0 | 102 | 98 | 0 | 0 | 0 | -23 | 99 | 14 |
| CCn1c(SCC(=O)Nc2nccs2)nnc1-c1ccc(C)cc1 | -9 | -4 | 1 | 112 | 106 | -8 | -4 | -1 | 0 | 106 | 33 |
| O=C1c2ccccc2C(=O)N1CC(O)Cn1nnc2ccccc21 (stereo not drawn) | -6 | 0 | -5 | 101 | 103 | 1 | 2 | -10 | -29 | 100 | 52 |
| C=CCn1c(CCNC(=O)c2cccs2)n[nH]c1=S | 0 | -3 | -4 | 97 | 101 | -4 | -1 | -3 | -75 | 99 | 8 |
| Cn1nnnc1SCC(=O)Nc1ccccc1C(=O)NC1CC1 | -13 | -3 | -9 | 102 | 101 | -4 | 0 | -12 | -27 | 103 | 10 |
| CCOC(=O)Cc1csc(N/C(=N/S(=O)(=O)c2ccc(Cl)cc2)c2ccccc2)n1 | -1 | 0 | 2 | 106 | 104 | -1 | 0 | 0 | 2 | 104 | 5 |

Next part
SMILES	Bim-Bcl-B	Bim-Mcl-1	Bim-Bcl-2	RGS4-Gao reg	RGS7-Gao reg	Bim-Bcl-XL	Bcl-W Bim block	Bim-Bfl-1	Mcl1 Bid PPI	RGS8-Gao reg	GSH fluor
Cc1cccc(N(CC(=O)N/N=C/c2ccc(OCC(=O)NCc3ccco3)cc2)S(C)(=O)=O)c1C	-7	0	-9	86	92	3	-2	-10	-12	96	28
Cc1[nH]c(=O)[nH]c(=O)c1/C=N\NC(=O)CCc1ccc(OC(C)C)cc1	-5	-1	-2	99	?	-3	-2	-2	-17	99	11
CCC(C)C(=O)Nc1nnc(SCC(=O)NC(C)(C)C)s1 (stereo not drawn)	-7	-25	-4	100	99	-11	-12	-4	-8	101	9
O=C(NCCCN1CCOCC1)C(=O)N/N=C/c1ccc(F)cc1	-5	-2	-5	100	100	-5	-5	-9	-23	102	13
CCN(CC)CC(O)CN1C(=O)NC(C)(C)C1=O (stereo not drawn)	-5	-1	-2	98	103	-1	-2	-4	-10	103	24
CCOC(=O)CCCNc1ccc([N+](=O)[O-])cc1[N+](=O)[O-]	-12	-7	-5	105	96	-13	-7	-6	-32	101	17
CCCCC(=O)Nc1ccc(C(=O)NNC(=O)c2cccs2)cc1	-13	-8	-10	100	99	-9	-8	-8	-6	102	9
